Glioma ERSR ind – qHTS for Inducers of the Endoplasmic Reticulum Stress Response (ERSR) in Human Glioma: qHTS; U87-MG GRP78 promoter luciferase reporter, 16 h; Potency, µM, for inactives: at the highest dose activation, most hits filed as activators; 420,000 compounds, 0.02% hits; note: potency is the fitted concentration of half-maximal effect; series mostly up to about 76 µM; % of control where 0% means no effect; nearly all actives have a fitted effect of over 35% in size
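ERSR induction read as luciferase luminescence (Bright-Glo, 10 min at room temperature) in stably transfected human U87-MG glioma cells exposed to compounds for 16 h, using GRP78 as sensor.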
D1 ag – Allosteric Agonists of the Human D1 Dopamine Receptor: qHTS. D(1A) dopamine receptor (Homo sapiens), P21728. HEK293 T-REx D1 cells, calcium flux, agonist mode. activation, % at 2 µM. 360,000 compounds, 1% hits. AID 504660, 2011; in the data active = activation above about 30%; note: 0% is about no effect
Target sequence (P21728 whole entry, looked up): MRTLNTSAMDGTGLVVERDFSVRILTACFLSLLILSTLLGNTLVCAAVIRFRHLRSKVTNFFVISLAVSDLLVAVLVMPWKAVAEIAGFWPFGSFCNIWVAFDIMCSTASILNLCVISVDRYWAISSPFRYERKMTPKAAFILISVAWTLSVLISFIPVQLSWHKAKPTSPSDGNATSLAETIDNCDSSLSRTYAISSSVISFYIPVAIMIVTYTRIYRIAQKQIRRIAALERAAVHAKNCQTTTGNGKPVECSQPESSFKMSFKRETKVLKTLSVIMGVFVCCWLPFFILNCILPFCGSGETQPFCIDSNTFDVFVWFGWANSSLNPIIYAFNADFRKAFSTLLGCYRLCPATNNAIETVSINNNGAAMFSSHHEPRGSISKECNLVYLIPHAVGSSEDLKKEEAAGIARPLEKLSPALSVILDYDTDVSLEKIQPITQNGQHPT
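Agonism was scored from calcium flux recorded over 180 s (1 read/s) after pintool compound addition, following a 10-cycle baseline. Cells were inducible force-coupled HEK293 TREx D1, plated overnight at 30 C and loaded with no-wash calcium dye.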
D2 potentiator – HTS Assay for Positive Allosteric Modulators of the Human D2 Dopamine Receptor: Primary Screen for Potentiators. HEK293 T-REx D2, calcium flux, EC20 dopamine potentiation. potentiation, % at 10 µM. AID 485347, 2010. D(2) dopamine receptor (Homo sapiens), P14416. 340,000 compounds, 0.34% hits;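 active = potentiation over 3 SD above the plate norm, cut at about 30% in these data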; note: 0% is about no effect
Target sequence (P14416 whole entry, looked up): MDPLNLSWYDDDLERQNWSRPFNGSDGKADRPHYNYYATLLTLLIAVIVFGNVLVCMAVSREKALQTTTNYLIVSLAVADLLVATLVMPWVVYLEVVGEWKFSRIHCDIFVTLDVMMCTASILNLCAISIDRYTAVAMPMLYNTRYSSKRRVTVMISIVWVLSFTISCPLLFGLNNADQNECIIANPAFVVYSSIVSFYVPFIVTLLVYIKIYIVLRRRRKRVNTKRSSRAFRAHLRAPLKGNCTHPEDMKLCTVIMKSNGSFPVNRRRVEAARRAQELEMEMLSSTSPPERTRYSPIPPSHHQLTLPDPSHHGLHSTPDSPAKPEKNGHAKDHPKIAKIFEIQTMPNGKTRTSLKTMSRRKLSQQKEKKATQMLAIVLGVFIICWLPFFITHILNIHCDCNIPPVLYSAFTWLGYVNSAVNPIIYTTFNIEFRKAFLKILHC
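Primary screen. Calcium kinetics in induced HEK293 T-REx D2 cells: compound pre-addition 180 s, EC20 dopamine, 180 s more.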
Vif-A3G inh – qHTS for Inhibitors of Vif-A3G Interactions: qHTS; Potency, µM (doses to about 46.1 µM), without a hit: top-dose activity, negative = active, actives largely listed as inhibitors; HeLa A3G-eYFP + Vif (tagged APOBEC3G with the HIV-1 protein that degrades it), YFP fluorescence, overnight; AID 602310, 2012; 410,000 compounds, 0.076% hits; DNA dC->dU-editing enzyme APOBEC-3G (Homo sapiens), Q9HC16;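 note: potency is the fitted concentration of half-maximal effect; % is set by controls: 0 for no effect and ±100 for the full control effect; nearly all actives have a fitted effect of over 60% in size; hits raise eYFP signal because A3G escapes Vif-driven loss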
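HeLa cells stably expressing Vif and C-terminally eYFP-tagged A3G, seeded overnight at 37 deg C, then exposed to compound by pintool overnight at 37 deg C. Rise in yellow fluorescence (Ex 488/Em 500-530, Acumen) marks blocked Vif-driven A3G degradation.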
RXFP1 antag – qHTS Assay for Antagonists of the Relaxin Receptor RXFP1; HEK293-RXFP1, relaxin-stimulated cAMP HTRF, 30 min; stronger effect = lower value; activity change, negative = inhibition, % at 57.5 µM; AID 1259400, 2018; 350,000 compounds, 0.59% hits; Relaxin receptor 1 (Homo sapiens), Q9HBX9;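 active = activity change of -60% or lower, but not beyond a set lower limit; inconclusive = change between -60% and -40%, or beyond the set limit; inactive = change above -40%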; note: % is set by controls: 0 for no effect and ±100 for the full control effect
Vif-A3F inh – qHTS for Inhibitors of Vif-A3F Interactions: qHTS | Potency, µM (top dose mostly 46.1 µM), for inactives: at the highest dose activity, negative = active | HeLa A3F-eYFP + Vif (tagged APOBEC3F with the HIV-1 protein that degrades it), YFP fluorescence increase | 390,000 compounds, 0.2% hits; note: potency is the fitted concentration of half-maximal effect; % of control where 0% means no effect; nearly all actives have a fitted effect of over 65% in size
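HeLa cells stably expressing Vif plus C-terminally eYFP-tagged A3F were seeded, incubated overnight at 37 deg C, dosed with compound, incubated overnight again at 37 deg C. Yellow fluorescence (Ex 488/Em 500-530) reported blocked Vif-mediated A3F-eYFP degradation.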
D1 antagonist – Antagonist of Human D 1 Dopamine Receptor: qHTS. D(1A) dopamine receptor (Homo sapiens), P21728. HEK293 TREx D1 cells, calcium flux, dopamine EC80; stronger effect = lower value. activity change, negative = inhibition, % at 10 µM. 360,000 compounds, 3.2% hits. AID 504652, 2011; in the data active = activity change below about -30%; note: % is set by controls: 0 for no effect and ±100 for the full control effect
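HEK293 T-REx cells expressing inducible, force-coupled D1 receptor; no-wash Ca dye, 30–90 min RT. Cmpd → 180 s read at 1 Hz → EC80 DA → 180 s read.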
D1 PAM – Potentiators of Human D1 Dopamine Receptor: qHTS; AID 504651, 2011; potentiation, % at 10 µM; D(1A) dopamine receptor (Homo sapiens), P21728; HEK293 TREx D1 cells, calcium flux, dopamine EC20 potentiation; 360,000 compounds, 0.036% hits; in the data active = potentiation above about 30%; note: 0% is about no effect
RXFP1 ag – qHTS Assay for Agonists of the Relaxin Receptor RXFP1; Relaxin receptor 1 (Homo sapiens), Q9HBX9; HEK293T-RXFP1 cAMP TR-FRET, 30 min; response scale: percent of porcine relaxin response, buffer zero; Potency, µM (series often up to 57.5 µM), inactives show at the top dose activation, most hits filed as activators; 370,000 compounds, 0.3% hits; AID 2676, 2010; note: potency is the fitted concentration of half-maximal effect; % is set by controls: 0 for no effect and ±100 for the full control effect; nearly all actives have a fitted effect of over 60% in size; many of its hits are not listed in these tables
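HEK293 cells stably expressing RXFP1, treated 30 min at 37C with compounds plus PDE4 inhibitor Ro 20174; cAMP measured by HTRF TR-FRET. Normalized to buffer and 29 nM porcine relaxin; EC50 by Hill fit.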
The depositor's hits bear a star; ? = inconclusive; / = no result given. Unless noted, calls come from the whole dose curve; as a rule, active = well fitted curve in the direction sought with a large enough effect; inconclusive = small, poorly fitted or top-dose-only effect, or another doubt; inactive = no such curve, though single readings can be large; an effect the other way counts as inactive or inconclusive.

Each structure is followed by: Glioma ERSR ind | D1 ag | D2 potentiator | Vif-A3G inh | RXFP1 antag | Vif-A3F inh | D1 antagonist | D1 PAM | RXFP1 ag
CN(C(=O)c1ccccc1C(=O)OCC(=O)NC(=O)NC(C)(C)C)C1CCCCC1
 : 2% | 2 | 8 | 8% | -15 | 3% | 18 | 2 | 2.5%
O=c1cnnc(NCc2ccccc2)[nH]1
 : -3% | 2 | 36* | 0% | 7 | / | 8 | -5 | -0.1%
Cc1ccccc1C(=O)N1c2ncnn2C2(CCCCC2)[C@@H]2CCCC[C@@H]21
 : -5% | 2 | 1 | 2% | -14 | -4% | 3 | 1 | 0.0%
COc1cccc(C2CC(c3ccccc3)n3ncnc3N2)c1 (configuration not stated)
 : -4% | 0 | 4 | 0% | -25 | 3% | -5 | / | 0.2%
O=C(CSc1nccn1-c1ccc(F)cc1)Nc1cccc2ccccc12
 : -3% | 0 | -7 | -4% | 1 | 2% | 43 | -4 | -0.4%
CC(=O)c1cc(C(=O)Nc2ccc3ccccc3c2)c(C)o1
 : 1% | 2 | -9 | -8% | 16 | -7% | -4 | -1 | 2.6%
COc1cc(/C=C2\SC(=Nc3ccc(Cl)c(C(=O)O)c3)NC2=O)c(Br)c(Br)c1O
 : -2% | 324* | -1 | 16% | -3 | ? | 36 | 21 | 5.5%
Cc1ccc(/C=N/NC(=O)Cc2c[nH]c3ccccc23)c(C)c1
 : -4% | 4 | -8 | -24% | -1 | -5% | -2 | -4 | -2.9%
CCOc1ccc(C(c2c(NC(=O)c3ccco3)sc(C)c2C)N2CCOCC2)cc1 (configuration not stated)
 : -2% | 4 | 6 | 5% | -6 | -5% | 35 | 9 | 1.6%
Cc1ccc2c(c1)C1CN(C)CCC1N2S(=O)(=O)c1ccc(C#N)cc1 (configuration not stated)
 : 1% | 9 | -5 | 3% | 2 | -2% | 4 | -12 | 1.3%
Cc1ccc(S(=O)(=O)NCC[C@@]2(C)C3CCC2(C)C(=O)C3)cc1 (some centres not stated)
 : -2% | 4 | -1 | 1% | -1 | 10% | 2 | 9 | 2.0%
CCOC(=O)c1ccc(NC(=O)C2CCCN(S(=O)(=O)c3cnc[nH]3)C2)cc1 (configuration not stated)
 : 5% | 4 | 6 | -2% | / | 7% | 2 | / | -1.2%
COCCc1nnc(NC(=O)C23CC4CC(CC(C4)C2)C3)s1
 : 1% | 0 | -1 | 0% | 14 | 4% | -2 | 2 | 0.4%
CN(C)S(=O)(=O)c1ccc(C(=O)OCn2nnc3ccccc3c2=O)cc1
 : -3% | 7 | 7 | -1% | 1 | 0% | -27 | -5 | 1.2%
CCOC(=O)c1ccc(COC(=O)CCc2nc(-c3ccccc3)c(-c3ccccc3)o2)cc1
 : -2% | 10 | 0 | 2% | 0 | -1% | 2 | -3 | -0.1%
CC(=O)c1c(C)[nH]c(C(=O)Nc2ccc(C)cn2)c1C
 : -16% | 0 | -9 | -7% | -11 | 0% | -28 | -8 | 0.1%
CCSc1nnc(NC(=O)CC)s1
 : -1% | 1 | 1 | 0% | / | 2% | 14 | / | 1.1%
CC(=O)c1cccc(N(C(=O)CNC(=O)c2ccco2)C(C(=O)NC2CCCC2)c2ccco2)c1 (configuration not stated)
 : -1% | 1 | 0 | 2% | -5 | 5% | 0 | -4 | 4.0%
N#Cc1sc2nc(-c3ccccc3)cc(-c3ccco3)c2c1N
 : -1% | 12 | 0 | -26% | ? | ? | 2 | -6 | 5.3%
COc1ccc(OCCn2c(NC(=O)c3ccco3)nc3ccccc32)cc1
 : -1% | 4 | -5 | 1% | 8 | 3% | 8 | -1 | 1.3%
CCOC(=O)COc1c(Cl)cc(C2NC(=S)NC(c3ccccc3)=C2C(C)=O)cc1OCC (configuration not stated)
 : -3% | 11 | 21 | -1% | 2 | -11% | -5 | -7 | 8.4%
O=S(=O)(c1cccs1)N1CCN(CCOc2ccccc2)CC1
 : -1% | 10 | -5 | -1% | -4 | 1% | -25 | -4 | 2.0%
CC(=O)N1CCN(C(=O)CSc2cc(C)c(Br)cc2C)CC1
 : -4% | 1 | -3 | 0% | 3 | -20% | 1 | 16 | -3.1%
Cc1ccc(S(=O)(=O)N2CCCc3cc(NS(=O)(=O)c4ccc(C)c(C)c4)ccc32)cc1
 : -2% | 0 | 5 | -1% | -10 | 0% | -7 | 0 | 0.4%
Cc1cc2oc(C(=O)NCc3ccc(S(N)(=O)=O)cc3)c(C)c2cc1C
 : -6% | 4 | 1 | 1% | 1 | 1% | 10 | 0 | ?
CC(=O)N1CCOc2ccc(S(=O)(=O)NCC3CCC(C(=O)Nc4ncccc4C)CC3)cc21 (configuration not stated)
 : -8% | 3 | -6 | 4% | -10 | 0% | -5 | -1 | 2.9%
Cc1ccc(-c2nc(=S)c3c(n2Cc2cccnc2)CC(C)(C)OC3)cc1
 : -3% | 1 | 6 | 0% | 10 | 9% | -11 | 3 | ?
O=C1Nc2ccccc2N(O)N1c1ccc(S(=O)(=O)Nc2ccccn2)cc1
 : -4% | 0 | -10 | 1% | 9 | -1% | -50* | -2 | 3.0%
O=C(CSc1ccc(Br)cc1)NCC(c1ccco1)N1CCCCC1 (configuration not stated)
 : -4% | 4 | 0 | -1% | -22 | -6% | 6 | -3 | -0.5%
Cc1cc(C)cc(N(C(C)C(=O)NC2CCCC2)S(C)(=O)=O)c1 (configuration not stated)
 : -4% | 0 | 0 | -1% | 23 | -15% | -10 | -3 | 0.0%
Cc1ccc(C(=O)NC(C)c2ccc(-n3ccnc3)cc2)cc1S(=O)(=O)N1CCOCC1 (configuration not stated)
 : -5% | 0 | -6 | -1% | 2 | 9% | 1 | 2 | 0.1%
CC(=O)c1ccc(NC(=O)CSc2ccc3nnc(-c4ccccn4)n3n2)cc1
 : 2% | 2 | -3 | 0% | 2 | 0% | 32 | 0 | -2.3%
COC(=O)c1ccc(Cl)cc1NC(=O)NCc1c(-n2cccc2)sc2c1CCCC2
 : -4% | -1 | -2 | 3% | -2 | 3% | -20 | -2 | 0.5%
COCCCC1CCN(C(=O)C2CCC(=O)N(Cc3cccc(F)c3)C2)CC1 (configuration not stated)
 : 4% | 2 | -4 | 0% | 4 | -11% | 6 | 0 | -0.6%
Cc1cc(Br)ccc1NC(=O)c1sc2nc3n(c(=O)c2c1C)CCCC3
 : 6% | 24 | -3 | 0% | -3 | -4% | -9 | 0 | 12%
Cc1cccc(C)c1NC(=O)N1C2CCC1CC(O)(c1cccnc1)C2 (configuration not stated)
 : -5% | 2 | 3 | -8% | -10 | 9% | -2 | 5 | 0.2%
COc1ccc(CCNC(=O)CSCc2nc(-c3cccc(C)c3)oc2C)cc1OC
 : -2% | 5 | 4 | 1% | -18 | 8% | -2 | -3 | -3.2%
COC(=O)c1ccccc1NC(=O)CCC(=O)N1CC(C)Oc2ccc(C)cc21 (configuration not stated)
 : -6% | 3 | 0 | -2% | 12 | -6% | 14 | -5 | 2.5%
Cc1ccc(Cn2c3ccccc3c3cnn(CC(=O)N4CCCCCC4)c(=O)c32)cc1
 : / | 1 | 7 | / | -5 | / | 29 | -5 | 0.8%
N#CC1=C(SCC(=O)c2ccccc2)NC2=C(C(=O)CCC2)C1c1ccco1 (configuration not stated)
 : -5% | 14 | -3 | ? | 1 | -6% | -44* | -11 | -0.1%
Cc1ccc(S(=O)(=O)N2CCCC(C(=O)N3CCN(c4ccccc4)CC3)C2)cc1 (configuration not stated)
 : -1% | 1 | 10 | -2% | -11 | 1% | 5 | -8 | 0.4%
CN=C1SC(CC(=O)Nc2ccccc2F)C(=O)N1C (configuration not stated)
 : -3% | 4 | -1 | 0% | / | 2% | -1 | 7 | -1.0%
COc1ncnc2c1ncn2CCCNCc1ccc(C)o1
 : 0% | / | / | 0% | -4 | -27% | / | / | /
COc1cc(NC(=O)COC(=O)c2ccc([N+](=O)[O-])s2)cc(OC)c1OC
 : -3% | / | / | -1% | 0 | -25% | / | / | /
O=C1CCCN1C(=O)CSc1nnnn1-c1ccccc1
 : -1% | 2 | 13 | 4% | -5 | 2% | -11 | -4 | -0.2%
O=C(NC1CCCCCC1)C1CCN(c2nc3ccccc3o2)CC1
 : -1% | 3 | 3 | 1% | / | 4% | -5 | 2 | 1.6%
O=C1c2ccccc2C(=O)N1/N=C/c1ccc(Oc2ccc([N+](=O)[O-])cn2)cc1
 : 3% | 4 | 12 | -1% | 6 | -21% | 52 | 6 | 1.3%
Cn1c(C(=O)N2CCN(C3CCCCC3)CC2)cc2c(=O)n(C)c3ccccc3c21
 : / | 1 | 3 | / | / | / | -2 | / | 0.8%
O=C(COc1ncnc2ccccc12)Nc1cccc([N+](=O)[O-])c1
 : -3% | 2 | 0 | -2% | -12 | -1% | 17 | 0 | 8.0%

In a second layout: entries from further up.
Compound: O=C1c2ccccc2C(=O)N1/N=C/c1ccc(Oc2ccc([N+](=O)[O-])cn2)cc1
  Glioma ERSR ind = 3%
  D1 ag = 4
  D2 potentiator = 12
  Vif-A3G inh = -1%
  RXFP1 antag = 6
  Vif-A3F inh = -21%
  D1 antagonist = 52
  D1 PAM = 6
  RXFP1 ag = 1.3%

Compound: Cn1c(C(=O)N2CCN(C3CCCCC3)CC2)cc2c(=O)n(C)c3ccccc3c21
  Glioma ERSR ind = /
  D1 ag = 1
  D2 potentiator = 3
  Vif-A3G inh = /
  RXFP1 antag = /
  Vif-A3F inh = /
  D1 antagonist = -2
  D1 PAM = /
  RXFP1 ag = 0.8%

Compound: O=C(COc1ncnc2ccccc12)Nc1cccc([N+](=O)[O-])c1
  Glioma ERSR ind = -3%
  D1 ag = 2
  D2 potentiator = 0
  Vif-A3G inh = -2%
  RXFP1 antag = -12
  Vif-A3F inh = -1%
  D1 antagonist = 17
  D1 PAM = 0
  RXFP1 ag = 8.0%

Only part of the results is shown; count on the stated rates, not on these rows.
